FadD28 FP inh = inhibitors of FadD28 bisubstrate probe binding, primary screen, biochemical, fluorescence polarization, single point. Mycobacterium tuberculosis FadD28 fatty-acid-AMP ligase. inhibition, % at 12.5 µM. actives 0.22% (n = 360,000). AID 588549, 2011; in the data active = inhibition above about 8.5%, passing the limit was not always enough
FBA Mtb inh = Mtb FBA enzyme inhibitors, primary screen, biochemical, fluorescence, strain H37Rv | Fructose-bisphosphate aldolase (Mycobacterium tuberculosis (strain ATCC 25618 / H37Rv)), … | actives 2.3% (n = 360,000) | inhibition, % at 1 µM | AID 588726, 2011 | purified M. tuberculosis FBA, fluorescence read-out; in the data active = inhibition above about 27%;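 note: 0% = vehicle and 100% = reference inhibitor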
Mtb BioA inh = M. tuberculosis BioA enzyme inhibitors, primary screen, biochemical, plate reader, single point, HTS. 7,8-diaminopelargonic acid synthase BioA (Mycobacterium tuberculosis). purified M. tuberculosis BioA enzyme. inhibition, % at 9.99 µM. actives 0.096% (n = 360,000). AID 602481, 2012; in the data active = inhibition above about 40%
GDH-TPI counter = GDH-TPI coupling enzyme inhibitors, primary screen, artefact control for M. tuberculosis FBA inhibitor project, biochemical, absorbance, full deck. inhibition, % at 4.8 µM. actives 1.2% (n = 360,000). AID 588335, 2011. GDH-TPI coupled enzyme counterscreen, NADH absorbance; in the data active = inhibition above about 30%;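 note: 0% = DMSO wells and 100% = wells lacking the enzyme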
PfHsp40 rescue = rescue of yeast from PfHsp40 toxicity, primary screen, S. cerevisiae, ATP luminescence; S. cerevisiae expressing PfHsp40, growth rescue; growth rescue, % at 12.5 µM; actives 0.68% (n = 340,000); in the data active = growth rescue above about 28%, passing the limit was not always enough;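 note: yeast W303a lacking pdr1 and pdr3 grown in galactose medium; growth measured after three days at 30 °C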
Mtb UGM inh = M. tuberculosis UGM enzyme inhibitors, primary screen, biochemical, fluorescence polarization, single point; inhibition, % at 10 µM; actives 0.06% (n = 320,000); purified UGM, fluorescence polarization probe displacement; AID 504406, 2011; in the data active = inhibition above about 10%, passing the limit was not always enough
Y pestis TopoI = Yersinia pestis topoisomerase I inhibitors, primary screen, biochemical, cleavage product accumulation, plate reader, single point. DNA topoisomerase I (Yersinia pestis CO92). Y. pestis Topo-I cleavage product accumulation. activity, % at 10 µM. actives 0.064% (n = 360,000); in the data active = activity above about 50%, passing the limit was not always enough; note: inactives centre near 2
TcdB GH inh = TcdB glycohydrolase inhibitors, primary screen, biochemical, single point, plate reader | Toxin B (Clostridioides difficile), P18177 | TcdB glycohydrolase enzymatic assay | inhibition, % at 9.99 µM | actives 0.24% (n = 350,000) | AID 652162, 2013; in the data active = inhibition above about 10%
Vc quorum ag = inducers of Vibrio cholerae quorum light production without autoinducers, primary screen, BH1578 luxS cqsA deficient, single point | V. cholerae BH1578 lux reporter, luminescence, 6 h | activation, % at 18.7 µM | actives 0.16% (n = 350,000); in the data active = activation mostly above about 9.7%, no sharp cut-off; note: not every result past the cut was called active; inactives centre near 0; reference of the scale not given here
Numbers without * were called inactive; i = inactive; . = not tested or not shown; & = joins results of further samples. This is a random part of the collection; about 4.6% have a hit in one of these screens.

SMILES | FadD28 FP inh | FBA Mtb inh | Mtb BioA inh | GDH-TPI counter | PfHsp40 rescue | Mtb UGM inh | Y pestis TopoI | TcdB GH inh | Vc quorum ag
O=C(NCCc1csc(-c2ccccc2)n1)c1c(F)cccc1F | -1.0 | 0.7 | 2.2 | 6.6 | 0.5 | 1.3 | 9.9 | 2.5 | -0.2
Cc1ccc(N/N=C/c2c(O)n(-c3ccccc3)c(=O)[nH]c2=O)cc1 | -0.8 | -2.1 | -0.5 | 30.5 | 2.1 | 3.2 | -0.1 | 14.4* | -0.3
CC1(NC(=O)Cn2cc(C(F)(F)F)ccc2=O)CCS(=O)(=O)C1 (centres undefined) | 0.4 | -1.4 | 0.6 | 5.7 | 1.0 | -3.2 | 6.0 | -5.1 | i
O=C(O)c1cc(N/N=C2/CC(c3ccccc3)Oc3ccccc32)ccc1Cl (centres undefined) | 2.2 | 10.4 | . | 14.8 | 0.9 | 0.3 | 1.5 | . | -0.2
COC(=O)CC1C(=O)NCCN1C(=O)CSc1nc2ccccc2c(=O)n1CC(C)C (centres undefined) | -4.0 | -0.9 | . | 0.6 | 1.1 | 0.2 | -8.9 | 1.2 | i
Cc1ncc(CN2CCCC(C(=O)c3cccc(OC(C)C)c3)C2)s1 (centres undefined) | -0.6 | 0.1 | . | 0.7 | 1.0 | 1.2 | 7.9 | 0.0 | .
Cc1cccc(CN(C)C[C@H]2OCc3cnnn3CCCC(=O)N([C@H](C)CO)C[C@@H]2C)c1 | -2.8 | -2.9 | -0.9&-1.9 | 13.4 | . | . | 0.1 | 0.4&1.0 | -2.4
CC(=O)c1ccc(NC(=S)Nc2ccc(N3CCOCC3)cc2)cc1 | -2.7 | 0.8 | . | 8.6 | 0.5 | 5.9 | -0.1 | -18.3 | i
Cn1ncc(N=Cc2ccccc2O)c1C(=O)N1CCOCC1 | -0.3 | -0.6 | -1.3 | 2.3 | -0.8 | 0.7 | -2.7 | . | -1.4
Cc1nc2nc(SCC(=O)c3ccccc3)[nH]c2cc1Br | 0.2 | 0.7 | -0.4 | 15.5 | . | -1.3 | -6.6 | 0.6 | -1.1
Cn1c(-c2sc(=S)n(-c3ccccc3)c2N)nc2ccccc21 | -4.0 | 1.2 | -0.4 | 16.9 | -0.2 | 1.3 | -3.4 | . | i
CCCCN(C)CCCNC(=O)c1ccc2c(c1)N(CC)C(=O)c1ccccc1S2=O (centres undefined) | -1.6 | 2.4 | -1.6 | -5.6 | 0.9 | 1.9 | 0.0 | 0.5 | -0.9
CC(C)(C)N(NC(=O)OCc1ccccc1)C(=O)c1ccccc1Cl | -2.1 | -1.8 | 0.0 | -3.7 | 0.7 | -3.3 | -3.9 | 1.4 | -0.6
COn1c(-c2ccc(Cl)cc2Cl)nc2ncccc21 | -0.6 | 5.6 | . | 10.7 | -2.2 | 2.9 | 0.5 | 1.2 | 0.4
CCNC(=O)C1(C)CCN(C(=O)c2ccc(C#N)cc2)C1 (centres undefined) | -4.7 | -0.1 | -0.4 | -1.3 | . | . | -0.5 | 1.0 | 0.5
COc1ccccc1S(=O)(=O)Cc1ccc(C(=O)N2CCN(c3cccc(Cl)c3)CC2)o1 | -4.4 | -7.4 | 0.9 | -11.1 | 5.1 | -0.6 | 21.6 | . | -0.3
CC(C)(C)NC(=O)C(c1ccncc1)N(CC1CCCO1)C(=O)Cn1nnc(-c2ccc(F)cc2)n1 (centres undefined) | -2.8 | 0.3 | . | 5.5 | -0.3 | -1.6 | 0.4 | 0.7 | -1.8
O=C(NCc1ccco1)c1ccc2c(=O)n(CC3CCCO3)c(=S)[nH]c2c1 (centres undefined) | -1.8 | 4.5 | -0.9 | 1.2 | -0.6 | 1.9 | 10.6 | . | -0.3
c1ccc2c(Nc3ccc4c(c3)OCCO4)c3c(nc2c1)CCCC3 | 0.4 | -3.0 | . | 17.3 | 0.0 | 0.6 | -4.5 | 1.8 | 1.4
O=C(NCc1ccccc1)C(c1ccccc1F)N(C(=O)c1csnn1)C1CCCC1 (centres undefined) | -1.3 | -2.4 | -3.1 | 1.9 | -1.2 | 1.4 | -2.8 | 0.1 | -0.3
CCS(=O)(=O)N1CCN(c2ccccn2)CC1 | -0.5 | 5.3 | -1.7 | -0.6 | 2.0 | 0.7 | -5.2 | . | i
CC(C)Oc1ccc(S(=O)(=O)N2CCOCC2)cc1NC(=O)CC1OC(=O)c2ccccc21 (centres undefined) | -1.0 | -2.3 | 2.4 | -7.9 | 0.2 | 1.5 | 18.8 | 0.3 | i
Cc1cc(-c2nnc(SCC(=O)Nc3ccc(C)c(C)c3)n2N)n[nH]1 | -4.6 | -0.2 | -1.3 | -8.7 | 1.3 | -0.6 | 1.6 | 0.7 | -0.6
Cc1c(C(=O)OCc2nnc(-c3ccccc3)o2)oc2ccccc12 | -1.9 | -0.5 | -1.1 | 4.8 | -1.1 | -1.0 | 37.5 | -1.5 | 0.5
Cc1ccc(NC(=O)CSc2ncnc3ccccc23)cc1S(=O)(=O)N1CCCCCC1 | -0.4 | -1.6 | 0.5 | 13.6 | 1.7 | . | 39.6 | 0.5 | -0.2
O=C(Nc1nnc(C2CC2)s1)c1n[nH]c(=O)c2ccccc12 | 0.3 | 0.6 | -12.5 | 12.1 | 1.2 | -2.5 | 12.0 | -0.2 | -0.4
COC(=O)CN(c1ccc2c(c1)OCCO2)S(=O)(=O)c1ccccc1 | -0.6 | 36.7* | -1.8 | 1.4 | 0.1 | -1.2 | -0.9 | . | i
CC1(C)CC(=O)C(C(c2ccc(Br)cc2)C2C(=O)CC(C)(C)CC2=O)C(=O)C1 | -3.7 | -0.6 | -0.9 | 3.9 | 0.6 | 1.5 | -4.4 | 1.7 | -1.2
COC(=O)c1ccc(CNC(=O)c2cc(COc3cncc(Cl)c3)on2)cc1 | 1.1 | 0.5 | -1.1 | 3.5 | 0.0 | 1.5 | 23.2 | -0.6 | i
CCOC(=O)c1cc(-c2ccccc2)nn1-c1ccccn1 | -0.8 | 1.8 | -0.2 | 9.6 | 0.5 | 0.2 | 0.0 | . | -3.7
Cc1cccc(OCCNc2ccc([N+](=O)[O-])cn2)c1 | -5.2 | -1.5 | 4.0 | 6.9 | 1.5 | 0.9 | 0.4 | 1.6 | -0.5
Cc1cc(C(=O)Nc2nc3ccc(Cl)cc3s2)nn1C | -1.1 | 4.6 | -2.0 | 4.6 | . | 0.8 | -8.7 | 1.0 | -0.6
C/C(=N\O)c1cccc(Br)c1 | -0.3 | -1.8 | . | 3.4 | 1.9 | -1.0 | 7.2 | 1.1 | -0.5
C[C@]12CC[C@H](O)CC1=CCC1C2CC[C@@]2(C)C1C[C@@H](O)[C@@H]2O (some centres undefined) | -3.7 | 0.5 | -1.2 | 3.0 | 1.0 | -1.2 | -7.3 | 0.7 | 7.1
O=C(Nc1ccc(Oc2ccc3c(c2)C(=O)N(c2ccc(O)cc2)C3=O)cc1)c1cccs1 | 0.7 | 0.2 | . | 14.6 | -0.2 | 2.9 | 23.9 | . | -0.3
Cc1cc(C)nc(NC2=NCCN2C(=S)Nc2c(C)cccc2C)n1 | -1.2 | 1.3 | -0.3 | 0.6 | 0.7 | 1.4 | -2.7 | -0.1 | -0.4
Cc1ccc(C)c(NC(=O)CN(C)S(=O)(=O)c2ccccc2)c1 | -1.1 | -1.2 | -0.9 | 7.4 | -1.4 | -1.2 | 7.7 | 4.4 | -2.9
Cc1ccc(C2C3C(=O)N(c4ccccc4)C(=O)C3N3CCCN23)cc1 (centres undefined) | -3.1 | 0.5 | . | 3.7 | 0.6 | -0.4 | 2.7 | -0.2 | -2.0
O=C(CNC(=O)c1ccc(Br)cc1)N=Nc1c(O)[nH]c2ccc([N+](=O)[O-])cc12 | -1.9 | 1.0 | -1.9 | 18.4 | 1.2 | -0.7 | -2.1 | 0.7 | -0.2
CCc1cccc(NC(=O)CCS(=O)(=O)c2cccc3nonc23)c1 | 1.2 | 0.4 | 0.0 | -0.5 | -0.2 | 0.8 | -0.8 | . | -0.2
CN(CC(=O)NCCc1ccccc1)S(=O)(=O)c1ccc(Br)s1 | -0.3 | -2.6 | -1.0 | 0.0 | -1.2 | 5.3 | -1.3 | 0.5 | 0.0
N#CCOc1coc(CN2CCN(c3cccc(Cl)c3)CC2)cc1=O | -2.4 | -5.1 | 0.4 | -1.6 | -1.7 | 1.8 | -7.5 | -3.1 | -0.3
COc1cccc(NC(=O)C(=O)N/N=C(\C)CC(=O)Nc2ccc(NC(C)=O)cc2)c1 | -3.5 | -1.1 | -5.1 | 6.3 | 0.3 | -0.2 | -7.0 | -3.0 | i
Cc1cc(C(=O)Nc2ccc(Br)cc2)c2ccccc2n1 | -5.4 | 2.6 | -1.7 | -1.7 | -0.2 | 1.3 | 1.8 | -4.9 | -2.4
COC(=O)c1cc(C(=O)OCC(=O)N(C)c2ccccc2)cc([N+](=O)[O-])c1 | -1.8 | -4.6 | -0.3 | -5.5 | 1.0 | -1.3 | 4.0 | 0.4 | i
CC(=O)Nc1cccc(NC(=O)c2ccc(C(=O)Nc3cccc(NC(C)=O)c3)nc2)c1 | -8.6 | -3.3 | . | 7.2 | 0.6 | -0.3 | 7.1 | 1.1 | i
COc1ccc(C(=O)Nc2nnc(CC(=O)N/N=C/c3ccc(O)cc3O)s2)cc1 | -4.5 | 4.8 | . | 17.9 | -0.4 | -1.2 | 11.8 | -0.8 | i
CC(C)(C(=O)N1CCC1(C)C(=O)NS(=O)(=O)c1cccc(Cl)c1)c1ccccc1 (centres undefined) | -0.1 | -1.7 | 0.3 | 0.9 | . | . | 10.3 | 0.1 | i
CC1=CCC2C(=O)N(c3cccc(C(=O)N(C)C4CCCCC4)c3)C(=O)C2C1 (centres undefined) | 1.4 | 0.1 | . | 1.7 | 0.1 | -2.7 | 24.3 | . | -0.3
CCN(CC)c1ccc(/C=N/NC(=S)NCc2ccccc2)cc1 | -0.3 | 13.2 | -1.0 | 25.3 | 5.2 | -1.9 | 2.6 | . | -0.4
CN1C(=O)c2ccccc2N(C)C1c1cccs1 (centres undefined) | -3.4 | 36.0* | 0.0 | 15.2 | -0.8 | 1.4 | -4.9 | . | i
CN(Cc1ccc(Cl)cc1Cl)C(=O)C1CSC2(C)CCC(=O)N12 (centres undefined) | -2.5 | -2.1 | 1.0 | 3.5 | . | . | 15.5 | -2.6 | i
CSc1nc(NS(=O)(=O)c2ccc(F)cc2F)nn1C | -1.8 | -1.6 | -2.7 | -0.3 | -0.5 | 0.3 | 0.0 | 0.8 | -0.7

Full records from above:
Cc1ccc(C)c(NC(=O)CN(C)S(=O)(=O)c2ccccc2)c1 is entered as FadD28 FP inh = -1.1; FBA Mtb inh = -1.2; Mtb BioA inh = -0.9; GDH-TPI counter = 7.4; PfHsp40 rescue = -1.4; Mtb UGM inh = -1.2; Y pestis TopoI = 7.7; TcdB GH inh = 4.4; Vc quorum ag = -2.9
CC(=O)c1ccc(NC(=S)Nc2ccc(N3CCOCC3)cc2)cc1 is entered as FadD28 FP inh = -2.7; FBA Mtb inh = 0.8; Mtb BioA inh = .; GDH-TPI counter = 8.6; PfHsp40 rescue = 0.5; Mtb UGM inh = 5.9; Y pestis TopoI = -0.1; TcdB GH inh = -18.3; Vc quorum ag = i
COc1ccc(C(=O)Nc2nnc(CC(=O)N/N=C/c3ccc(O)cc3O)s2)cc1 is entered as FadD28 FP inh = -4.5; FBA Mtb inh = 4.8; Mtb BioA inh = .; GDH-TPI counter = 17.9; PfHsp40 rescue = -0.4; Mtb UGM inh = -1.2; Y pestis TopoI = 11.8; TcdB GH inh = -0.8; Vc quorum ag = i

Screening data from PubChem.
